# High-throughput results deposited in PubChem by several laboratories.
# Ba/F3 V617F tox: loss of viability in JAK2V617F-driven Ba/F3 cells; Ba/F3 EpoR-JAK2V617F viability, ATP luminescence; inhibition, % at 5.6 µM; 220,000 tested, 1.1% active; AID 1446;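 active means inhibition above the campaign mean plus 3 SD over all tested compounds, cut at about 24% in these data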;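 further: cytokine-independent growth of Ba/F3 cells driven by EpoR plus mutant JAK2; 0% = DMSO-treated cells and 100% = JAK inhibitor I control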
# S1P4 antagonist: antagonists of human S1P4 receptor. O95977. 220,000 tested, 0.26% active. inhibition, % at 4.98 µM. S1P4-expressing cells, antagonist mode, reporter read-out; in the data active means inhibition above about 29%;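 further: 0% = wells stimulated with agonist and 100% = vehicle wells without agonist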
# S1P4 agonist: activates the human S1P4 receptor. activation, % at 4.98 µM. 220,000 tested, 0.35% active. O95977. S1P4-expressing cell line, agonist reporter assay; in the data active means activation above about 11%;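 further: 0% = DMSO vehicle and 100% = reference agonist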
# Wee1 stabilizer: blocks degradation of human Wee1 kinase | reporter increase, % at 5 µM | P30291 | AID 1321 | 220,000 tested, 1.2% active | HeLa Luc-Wee1K328M stability, luciferase luminescence; 100% = proteasome inhibitor MG132 effect;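 active means activation above the mean of all tested compounds plus 3 SD, set per screening run, cut at about 8.8% in these data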;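 further: cells exposed to compound for 20 h before luminescence read; 0% = DMSO alone and 100% = MG132 at 30 µM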
# eIF4E 4G PPI: eIF4E/eIF4G interaction inhibition in translation initiation; TR-FRET eIF4E-eIF4GI(517-606) binding, 2 h; inhibition, % at 21.7 µM; 220,000 tested, 0.37% active; P63073+Q04637;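 active means inhibition above about 30%, limit read from the data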;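 further: 0% = full FRET control wells and 100% = background wells lacking eIF4GI fragment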
# NPY2 pot ag: potentiates or activates human NPY-Y2 receptor | cells expressing NPY-Y2, potentiator/agonist read-out | activation, % at 3.6 µM | 220,000 tested, 0.45% active; in the data active means activation above about 27%;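 further: cells stimulated with NPY near EC25 plus isoproterenol at EC100; 0% = vehicle plus submaximal agonist and 100% = vehicle plus saturating agonist; some results beyond the cut were filed as inactive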
# PERK inhibitor: inhibitors of human PERK kinase. 220,000 tested, 0.17% active. Q9NZJ5. inhibition, % at 5.6 µM. AID 1416. CHO PERK-DD fusion, SEAP luminescence translation reporter;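 active means inhibition above the mean inhibition of all tested compounds plus 3 SD, set separately per screening campaign, cut at about 2.9% in these data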;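 further: PERK kinase domain activated by AP20187 dimerizer at 100 nM; 0% = DMSO with dimerizer and 100% = rapamycin at 8.4 µM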
# Target sequence (Q9NZJ5 whole entry, looked up, the tested form may be a part): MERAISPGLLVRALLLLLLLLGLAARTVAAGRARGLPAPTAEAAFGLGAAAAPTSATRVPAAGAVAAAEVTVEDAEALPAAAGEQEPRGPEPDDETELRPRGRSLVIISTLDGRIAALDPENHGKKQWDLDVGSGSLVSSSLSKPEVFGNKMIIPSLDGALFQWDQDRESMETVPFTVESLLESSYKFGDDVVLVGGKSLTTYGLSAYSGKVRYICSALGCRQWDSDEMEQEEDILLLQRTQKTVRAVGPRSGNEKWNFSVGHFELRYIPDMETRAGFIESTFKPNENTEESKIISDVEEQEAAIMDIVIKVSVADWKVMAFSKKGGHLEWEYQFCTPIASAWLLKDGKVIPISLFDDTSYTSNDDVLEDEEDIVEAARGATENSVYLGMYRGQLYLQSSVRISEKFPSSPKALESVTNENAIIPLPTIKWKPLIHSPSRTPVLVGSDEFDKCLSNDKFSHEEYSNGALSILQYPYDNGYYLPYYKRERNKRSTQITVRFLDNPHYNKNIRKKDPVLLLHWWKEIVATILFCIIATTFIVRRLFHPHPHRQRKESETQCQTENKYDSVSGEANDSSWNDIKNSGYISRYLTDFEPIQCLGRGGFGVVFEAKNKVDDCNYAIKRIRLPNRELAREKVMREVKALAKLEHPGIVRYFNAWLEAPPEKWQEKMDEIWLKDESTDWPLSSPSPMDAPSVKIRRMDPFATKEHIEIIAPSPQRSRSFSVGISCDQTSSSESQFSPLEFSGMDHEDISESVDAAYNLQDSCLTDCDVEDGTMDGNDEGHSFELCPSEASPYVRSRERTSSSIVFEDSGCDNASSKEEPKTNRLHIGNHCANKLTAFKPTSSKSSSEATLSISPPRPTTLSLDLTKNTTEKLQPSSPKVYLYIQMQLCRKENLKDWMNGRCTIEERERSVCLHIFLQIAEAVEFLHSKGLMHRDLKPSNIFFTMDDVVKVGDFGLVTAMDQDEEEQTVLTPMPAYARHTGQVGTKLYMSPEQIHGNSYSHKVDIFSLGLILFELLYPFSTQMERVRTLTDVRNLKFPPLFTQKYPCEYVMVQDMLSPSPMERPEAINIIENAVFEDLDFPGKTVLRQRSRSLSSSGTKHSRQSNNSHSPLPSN
# MDM2 E3 inh: Mdm2 E3 ligase (human) inhibition | 210,000 tested, 0.11% active | signal enhancement, % at 5 µM | cell-based MDM2 ubiquitination luciferase reporter, 2 h; 0 = plate control, 100 = twice control, blank-subtracted;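 active means signal enhancement of 30% or more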;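 further: luminescence tracks abundance of the self-degrading MDM2-luciferase fusion protein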
#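 Assay system: stable mammalian line carrying autodegrading MDM2–luciferase fusion reporter; Input: 2000 cells in each well; Compound dosing: single-point 5 µM; Schedule: 2 h compound exposure at 37 °C; Signal: SteadyLite luciferase luminescence after 15 min room-temperature reagent incubation; Evaluation: % luminescence enhancement versus blank-corrected plate control mean; Benchmarks: plate controls and plate blanks.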
# BaF3 tox: counter-screen for JAK2V617F inhibitors: parental Ba/F3 viability inhibitors; CellTiter-Glo ATP luminescence; inhibition, % at 5.6 µM; 220,000 tested, 1.1% active;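 active means inhibition above a per-campaign cutoff, the mean inhibition of all tested compounds plus 3 SD, cut at about 27% in these data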;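 further: 0% = DMSO wells and 100% = JAK Inhibitor I control wells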
# The depositor's hits bear a star; · = not tested or not shown; & = joins results of further samples; [ ] = dose if it differs, or a comment.
cpd	Structure	Ba/F3 V617F tox	S1P4 antagonist	S1P4 agonist	Wee1 stabilizer	eIF4E 4G PPI	NPY2 pot ag	PERK inhibitor	MDM2 E3 inh	BaF3 tox
1	C=CCn1c(SCC(=O)O)nnc1-c1ccccc1	-1	-14	-0.9	-2	0[fluorescence artefact?]	3	1.3	-4	2
2	O=C(O)CCC(=O)NCc1ccc(F)cc1	-1	-5	0.2	0	1	-13	-0.8	-18	1
3	CCOC(=O)C1=C(CSc2nc3ccccc3s2)NC(=O)NC1c1ccc(OC)cc1 (centres undefined)	0	-2	1.0	-1	4	-1	-0.2	-4	4
4	CCCCC(=O)N1CC2(C)CN(C(=O)CCCC)CC(C)(C1)C2=O	-6	-5	-0.5	2	-6	3	-0.2	-4	-1
5	COC(=O)c1ccccc1NC(=O)C1CCN(C(=O)c2cc(OC)cc(OC)c2)CC1	-1	-26	-1.6	-1	-10	11	-0.2	-5	2
6	O=C1C(Cc2ccc(Br)cc2)SC(=Nc2ccccc2)N1c1ccccc1 (centres undefined)	-1	-6	-0.1	-1	1	-3	0.5	-3	0
7	O=S(=O)(c1ccc2nc(-c3ccccc3)[nH]c2c1)N1CCN(c2ccc(Cl)cc2)CC1	-6	2	-2.2	0	2	11	-0.5	-9	1
8	CCOc1ccccc1NC(=O)Cn1cnc2c(nnn2-c2cccc(OC)c2)c1=O	3	-1	-0.3	1	0	-13	-0.6	-19	5
9	COc1ccc(C2/C(=C(/O)c3ccccc3)C(=O)C(=O)N2CCO)cc1 (centres undefined)	2	-4	-1.4	-1	1	-3	0.1	3	3
10	N#Cc1c(N)sc(=S)c2c1CCCC2	-6	5	0.2	1	12	8	0.4	2	-1
11	CNc1ccc(SC#N)cc1	-2	31*	1.5	-1	1	20	1.6	-22	5
12	C=C(C)C1CC=C(C)/C(=N/NC(=O)COc2cccc(C)c2)C1 (centres undefined)	2	-15	2.3	-2	6	0	0.7	-7	3
13	FC(F)(F)c1ccccc1NC(=S)N1CCCC1	2	9	-0.5	3	-1	-1	0.8	1	-4
14	CCC(=O)NC(Nc1nc2ccc(C)cc2s1)(C(=O)OC)C(F)(F)F (centres undefined)	4	-2	3.4	-1	-11	-12	0.5	-8	12
15	CCC(C)(C(=O)NC1CCCCC1)N(Cc1cccs1)C(=O)Cc1cccs1 (centres undefined)	1	-4	2.1	0	-3	1	-0.8	-15	3
16	CCOc1ccc2nc(N=NC3=C(O)CC(C)(C)CC3=O)sc2c1	0	7	8.2	3	-2	1	-0.1	-11	2
17	COCCCn1c(SCC(=O)N2CCCC(C)C2)nnc1-c1ccco1 (centres undefined)	1	-6	0.4	0	-1	4	-0.8	-3	3
18	COc1cc2cc(CN(CCO)S(=O)(=O)c3ccccc3)c(=O)[nH]c2cc1OC	1	6	-1.3	-1	12	-5	0.6	-9	2
19	CSc1cc(-c2ccccc2)n(C)c(=O)c1C#N	-4	-1	2.4	5	-1	-5	0.3	-11	3
20	O=C(N/N=C\C=C\c1ccco1)c1cc(-c2ccc3ccccc3c2)n[nH]1	0	-6	1.3	5	6[fluorescence artefact?]	2	-0.9	-7	3
21	CCN(CC)S(=O)(=O)c1ccc(N2CCN(CCO)CC2)nc1	-4	1	0.9	1	-13	3	0.1	-13	1
22	CC(C)(C)C(=O)Nc1ccc(-c2cn3ccsc3n2)cc1	-3	-23	1.6	1	2[fluorescence artefact?]	-6	-0.1	-8	1
23	Nc1cc(C(=O)OCC(=O)NC(c2ccccc2)c2ccccc2)ccc1Cl	2	-9	-1.9	0	1[fluorescence artefact?]	5	0.1	11	6
24	CCN(CC)C(=O)COc1ccc(-c2ccccc2)cc1	-2	0	0.5	5	-3[fluorescence artefact?]	-7	-0.6	4	3
25	CCOc1ccc(CNC(=O)CCc2cn(C)c3ccccc23)cc1OC	-1	0	0.6	-2	0	2	1.1	9	7

# Compound profiles (already shown).
# Record of CC(C)(C)C(=O)Nc1ccc(-c2cn3ccsc3n2)cc1 → Ba/F3 V617F tox: -3; S1P4 antagonist: -23; S1P4 agonist: 1.6; Wee1 stabilizer: 1; eIF4E 4G PPI: 2[fluorescence artefact?]; NPY2 pot ag: -6; PERK inhibitor: -0.1; MDM2 E3 inh: -8; BaF3 tox: 1
# Record of CCOC(=O)C1=C(CSc2nc3ccccc3s2)NC(=O)NC1c1ccc(OC)cc1 (centres undefined) → Ba/F3 V617F tox: 0; S1P4 antagonist: -2; S1P4 agonist: 1.0; Wee1 stabilizer: -1; eIF4E 4G PPI: 4; NPY2 pot ag: -1; PERK inhibitor: -0.2; MDM2 E3 inh: -4; BaF3 tox: 4

# The main list resumes, starting five compounds before the break.
cpd	Structure	Ba/F3 V617F tox	S1P4 antagonist	S1P4 agonist	Wee1 stabilizer	eIF4E 4G PPI	NPY2 pot ag	PERK inhibitor	MDM2 E3 inh	BaF3 tox
21	CCN(CC)S(=O)(=O)c1ccc(N2CCN(CCO)CC2)nc1	-4	1	0.9	1	-13	3	0.1	-13	1
22	CC(C)(C)C(=O)Nc1ccc(-c2cn3ccsc3n2)cc1	-3	-23	1.6	1	2[fluorescence artefact?]	-6	-0.1	-8	1
23	Nc1cc(C(=O)OCC(=O)NC(c2ccccc2)c2ccccc2)ccc1Cl	2	-9	-1.9	0	1[fluorescence artefact?]	5	0.1	11	6
24	CCN(CC)C(=O)COc1ccc(-c2ccccc2)cc1	-2	0	0.5	5	-3[fluorescence artefact?]	-7	-0.6	4	3
25	CCOc1ccc(CNC(=O)CCc2cn(C)c3ccccc23)cc1OC	-1	0	0.6	-2	0	2	1.1	9	7
26	O=C(Nc1cccc(C(F)(F)F)c1)c1cccc(NS(=O)(=O)c2ccc(Br)c(C(=O)O)c2)c1	-1	-14	0.8	2	1	-2	0.2	-8	4
27	COCCn1c(SCc2csc(-c3ccccc3)n2)nc2ccccc21	2	-19	-0.3	-3	0	0	-1.4	-16	3
28	Cc1cccc(N(Cc2cc3ccc(C)cc3[nH]c2=O)C(=O)c2ccco2)c1	2	1	1.7	0	1	-1	-1.0	5	-2
29	Cc1ccnc(NS(=O)(=O)c2ccc(NC(=O)Cc3cccs3)cc2)n1	-1	4	0.9	-1	-3	12	1.8	-23	4
30	O=C(O)c1cc(NCc2c(F)cccc2Cl)ccc1N1CCOCC1	-1	-9	-1.5	-1	0	-3	1.0	-12	1
31	CCOC(=O)c1cc(NC(=O)N(CC)C2CCCCC2)c(C)nc1C	2	-12	-4.0	7	4	-4	-0.7	-6	5
32	O=C(CNC(=O)C12CC3CC(CC(C3)C1)C2)OCc1cc(=O)n2cc(Br)ccc2n1	0	-5	-0.1	4	5	-2	0.0	-12	4
33	COc1ccc(C(=O)NC2(C(F)(F)F)C(=O)Nc3c2c(=O)[nH]c(=O)n3CCc2ccc(OC)c(OC)c2)cc1 (centres undefined)	-2	3	-0.3	1	3	-4	0.9	-31	2
34	CCOc1ccc(-c2ccc(/C=C3/C(=N)N4C(C)=CSC4=NC3=O)o2)c([N+](=O)[O-])c1	3	-22	0.0	2	14	11	-0.1	·	5
35	CCOc1ccc2c(c1)nc(SCC(=O)c1cccs1)n2C	-1	6	0.5	1	10	-7	1.2	-12	5
36	O=C(CSc1nc2c(c(=O)[nH]1)CCC2)Nc1cccc(Cl)c1	-4	-16	2.9	-4	·	0	-0.2	1	0
37	CCOc1cc(OCC)cc(C(=O)NC(=S)Nc2cccc(C(F)(F)F)c2)c1	1	-5	-0.1	-1	0	-23	0.8	-24	4
38	c1cc2c(cc1Oc1nc(N3CCOCC3)nc(N3CCOCC3)n1)OCO2	-1	-6	0.2	2	1	4	-1.4	-4	5
39	CCSC1=NCCN1S(=O)(=O)c1ccc(F)cc1	1	1	0.5	2	0	4	0.5	15	11
40	CC(=O)N(CCC(Cc1ccccc1)c1ccc2c(c1)OCO2)Cc1ccc(Cl)cc1 (centres undefined)	0	11	0.0	1	1	-18	-0.2	2	4
41	Cc1n[nH]c(C)c1S(=O)(=O)N1CCCC(C(=O)NCc2ccccc2Cl)C1 (centres undefined)	-1	4	0.9	-2	1	18	-0.3	-7	-1
42	CC(=O)Oc1ccc2c(=O)c(/C=N/c3cc(=O)[nH]c(=S)[nH]3)coc2c1	2	16	0.4	0	-1	-8	-0.2	-13	0
43	Cc1ccc(OCCN2CCN(c3ncnc4sc(C)c(C)c34)CC2)cc1	9	-17	-4.2	-2	-4	5	-0.8	-18	28*
44	CCOc1ccc(C2/C(=C(/O)c3ccc(F)cc3)C(=O)C(=O)N2CCCN(C)C)cc1 (centres undefined)	-1	-3	2.5	-1	0	2	1.1	3	-4
45	Cc1ccc(C23CC4CC(CC(NC(=O)N5CCN(C)CC5)(C4)C2)C3)cc1	-2	18	0.5	-2	6	14	-1.0	-10	2
46	Cc1nn(-c2ccccc2)c(N)c1C(O)(C(F)(F)F)C(F)(F)F	3	-7	-2.4	-1	-3	-8	0.1	10	4
47	COC(=O)C1NN=C(C(=O)c2ccc(Br)cc2)C1c1cccc(Br)c1 (centres undefined)	-2	1	1.1	-2	-1[fluorescence artefact?]	10	-0.1	1	6
48	CO/N=C/c1c(-c2ccc(Cl)cc2)nc2cc(C)ccn12	1	-20	-0.6	0	-3	-1	-0.2	-18	2
49	CC(=O)OC1CSC2c3ccccc3C(=O)N2Cc2sccc21 (centres undefined)	2	-5	1.4	1	-4	-6	-0.5	-8	1
50	CCc1ccc(C(=O)OCC(=O)NCC(F)(F)F)cc1	3	-6	2.6	4	2	-10	0.6	-1	13
51	COc1ccc(F)cc1CN1CCN(c2cc(C)nc3c4c(C)cc(C)nc4nn23)CC1	-2	7	-0.7	-1	-10[fluorescence artefact?]	-13	-2.0	-7	-4
52	COc1ccccc1Oc1ccc(N/C=C2/CCCC2=O)cc1	-2	-8	-1.3	-1	4	-4	-0.4	-10	10
53	COc1cccc(NC(=O)Cc2nnc(SCC(=O)NC(C)c3ccccc3)n2C)c1 (centres undefined)	5	2	0.6	3	2	-3	0.6	-11	11
54	Clc1cc(Cl)cc(CN2CCSCC2)c1	-1	-1	0.6	8	2	15	2.0	-9	0
55	COc1ccc(-c2nn(-c3ccccc3)cc2/C=N/Nc2ccc(S(N)(=O)=O)cc2[N+](=O)[O-])cc1OC	4	-1	-2.5	0	-9	-4	-0.2	-9	7
56	CC(=O)c1cnc2cc(-c3ccccc3)nn2c1C	1	-10	-0.3	-3	-1	2	0.9	-32	7
57	CCn1c(COc2ccc(Cl)cc2)nnc1SCC(=O)Nc1ccc2c(c1)OCO2	-6	11	-2.3	2	0	-10	-0.2	-9	1
58	COc1ccc2nc(C)cc(SCC(=O)O)c2c1	-7&-2	-27&-25	2.6&0.4	-1&-1	-1&-7	4&6	-0.8&-0.1	23&-40	-1&3
59	Cc1cc(/C=N/n2cnnc2)c(C)n1-c1ccc(OCc2ccc(F)cc2)cc1	-3	-21	-0.1	2	-3[fluorescence artefact?]	14	-1.0	-10	2
60	CCCCCCC(=O)Nc1ccc(C(=O)N2CCCC2)cc1	-3	-5	0.5	-1	3	-4	0.4	-6	4
